Screens (PubChem BioAssay)
hgDAF12 agonist: agonists of H. glycines DAF-12 nuclear receptor | activation, % at 6.8 µM | 370,000 tested, 1.8% active | HEK293 GAL4-hgDAF12 UAS-luciferase reporter, agonist luminescence; normalized to butyrate control;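 active = activation above a cutoff set at the mean of all screened compounds plus 3 SD, cut at about 10% in these data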;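 note: 0% = DMSO wells and 100% = sodium butyrate wells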
SMARCA2 act: increases SMARCA2 function in MMTV reporter cells | 370,000 tested, 1% active | MG213 cells, MMTV-luciferase reporter, dexamethasone, overnight | activation, % at 9.1 µM | AID 652017; in the data active = activation above about 7.8%;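 note: 0% = vehicle wells and 100% = reference activator wells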
NPR1 activator: GC-A (human) enzyme activation; P16066; HEK293 GC-A cells, cGMP TR-FRET, EC30 ANP; 0% at EC30 ANP, 100% saturating ANP; activation, % at 10 µM; 370,000 tested, 0.14% active; in the data active = activation above about 40%
NPR2 activator: GC-B (human) receptor activation; 370,000 tested, 0.11% active; HEK293-GC-B cells, CNP EC30, cGMP TR-FRET; 0% at EC30 CNP, 100% saturating CNP; activation, % at 10 µM;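 active = activation at 10 µM reaching about 35% in either raw or pattern-adjusted values, limit read from the data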
ADAM10 inh: inhibitors of human ADAM10. O14672. inhibition, % at 7 µM. 370,000 tested, 0.62% active. recombinant ADAM10, EDANS/DABCYL FRET peptide cleavage, 3 h;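 active = inhibition above a per-campaign cutoff equal to the mean of compounds falling between control-based bounds plus 3 SD, cut at about 20% in these data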;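 note: 0% = DMSO wells while the 100% control is not disclosed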
GAA850 FXN act: activators of GAA850 frataxin (FXN) promoter; 360,000 tested, 0.56% active; HEK293 lucGAA850 FXN promoter luciferase reporter, 24 h; percent of 10 µM SAHA response; AID 540364; activation, % at 6 µM;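 active = activation above the average of all compounds screened plus 3 SD, cutoff fixed separately per campaign, cut at about 7.5% in these data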;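 note: 0% = DMSO wells and 100% = 10 µM SAHA wells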
DAX1 inh-1: inhibitors of DAX1 repression of SF-1 activated StAR promoter; inhibition, % at 6.8 µM; AID 652010; 370,000 tested, 1.1% active; HEK293T StAR-luciferase reporter, SF-1/DAX-1 repression relief;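 active = inhibition above the mean over all tested compounds plus 3 SD, cut at about 3.6% in these data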;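 note: 0% = DAX-1 cells with DMSO and 100% = cells lacking DAX-1 with DMSO; higher inhibition means more luminescence from relief of DAX-1 repression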
hcDAF12 agonist: activators of H. contortus DAF-12 nuclear receptor | activation, % at 6.8 µM | AID 652067 | 370,000 tested, 1.4% active | HEK293 hcDAF-12 lit1-tk-luc reporter, luminescence; 0% DMSO, 100% Δ7-dafachronic acid;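 active = activation above the mean of all tested compounds plus 3 SD, cut at about 5.5% in these data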;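 note: 100% = response to 3 µM Δ7-dafachronic acid high control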
HGIII-sPLA2 inh: Inhibits HGIII-sPLA2 liposome hydrolysis, primary screen; QFRET BODIPY PC-A2 liposome hydrolysis, fluorescence; inhibition, % at 12.2 µM; 370,000 tested, 0.56% active;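 active = inhibition above mean plus 3 SD of compounds lying within the high and low control bounds, cut at about 19% in these data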;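 note: 0% = median of test compound wells and 100% = no enzyme DMSO wells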
Target sequence (Q9NZ20 whole entry, looked up): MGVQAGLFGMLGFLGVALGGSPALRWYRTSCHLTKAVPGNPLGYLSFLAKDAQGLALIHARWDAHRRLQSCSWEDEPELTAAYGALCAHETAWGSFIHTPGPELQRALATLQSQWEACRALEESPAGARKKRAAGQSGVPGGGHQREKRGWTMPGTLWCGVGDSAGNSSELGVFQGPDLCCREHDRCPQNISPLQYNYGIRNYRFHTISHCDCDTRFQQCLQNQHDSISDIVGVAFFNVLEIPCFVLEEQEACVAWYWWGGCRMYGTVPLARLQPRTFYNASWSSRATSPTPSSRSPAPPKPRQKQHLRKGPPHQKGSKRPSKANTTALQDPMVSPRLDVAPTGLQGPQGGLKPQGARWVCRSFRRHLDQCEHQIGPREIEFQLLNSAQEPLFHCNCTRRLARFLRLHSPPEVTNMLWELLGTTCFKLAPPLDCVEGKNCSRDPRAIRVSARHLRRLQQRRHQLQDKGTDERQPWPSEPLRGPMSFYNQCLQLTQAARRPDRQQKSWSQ
ssDAF-12 act: S. stercoralis DAF-12 activation, primary screen. HEK293 ssDAF-12/GRIP1 lit1-tk-luc reporter, luminescence; % of 3 µM dafachronic acid response. activation, % at 6.8 µM. 370,000 tested, 1% active;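 active = activation above the mean over all tested compounds plus 3 SD, cut at about 0.9% in these data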;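 note: 0% = DMSO-only wells and 100% = 3 µM delta7-dafachronic acid wells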
DAX1 inh-2: inhibitors of human orphan nuclear receptor DAX1 (NR0B1); AID 504766; HEK293 Gal4-DAX1 luciferase reporter, luminescence; 340,000 tested, 0.99% active; inhibition, % at 6.75 µM; P51843;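 active = inhibition above the mean over all tested compounds plus 3 SD, cut at about 4.2% in these data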;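 note: 0% = DAX1-transfected cells with DMSO and 100% = empty-vector control cells with DMSO; inhibition shows as a rise in luminescence from relieved DAX1 repression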
Target sequence (P51843 207-470 limits assumed): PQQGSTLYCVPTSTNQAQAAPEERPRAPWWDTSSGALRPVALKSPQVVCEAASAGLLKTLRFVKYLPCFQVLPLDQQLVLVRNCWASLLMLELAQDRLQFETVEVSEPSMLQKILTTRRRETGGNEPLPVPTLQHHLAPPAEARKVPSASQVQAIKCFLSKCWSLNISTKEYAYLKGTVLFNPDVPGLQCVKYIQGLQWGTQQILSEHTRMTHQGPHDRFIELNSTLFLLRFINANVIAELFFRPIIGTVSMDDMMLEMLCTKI
Starred values were filed as active, the others as inactive; i = inactive; · = not tested or not shown.

SMILES | hgDAF12 agonist | SMARCA2 act | NPR1 activator | NPR2 activator | ADAM10 inh | GAA850 FXN act | DAX1 inh-1 | hcDAF12 agonist | HGIII-sPLA2 inh | ssDAF-12 act | DAX1 inh-2
Nc1nnc(-c2cc3ccccc3oc2=O)s1 | 6.2 | 7.9* | 11 | -4 | -366 | 3.0 | 2.1 | 2.6 | 6 | -0.7 | 0.0
CC1(C)C(c2cccs2)=[N+]([O-])C2(CCCCC/C2=N\NC(N)=S)N1O (configuration not stated) | 0.1 | 0 | 2 | 6 | -3 | 0.7 | 0.4 | -1.0 | 6 | -1.3 | 0.3
COc1ccc(C2C(C(=O)c3cccs3)=C(O)C(=O)N2c2nncs2)cc1 (configuration not stated) | -0.3 | 2 | 0 | -2 | -25 | 1.2 | -0.3 | 1.5 | -3 | -0.7 | 2.8
O=C(NCc1ccc(Cl)cc1)c1ccc(Br)o1 | 1.0 | 1 | 1 | 0 | 1 | 0.7 | -0.5 | -1.6 | -6 | -1.0 | 1.5
CC(C)(C)C(=O)N(CCN(C(=O)C(C)(C)C)c1ccccc1)c1ccccc1 | 0.2 | -1 | -14 | -5 | 1 | -0.4 | -0.1 | -0.2 | 3 | -1.3 | 0.2
O=C(NCCc1cn2ccccc2n1)c1cc(COc2ccc3ncccc3c2)on1 | -6.0 | -4 | 4 | 1 | -4 | -4.5 | -5.4 | -5.0 | -3 | -3.1 | -3.5
Cn1ccc(C(=O)NC(=S)N2CCSCC2)n1 | 0.0 | -4 | 1 | -6 | 0 | 0.4 | 0.8 | 0.1 | 16 | -1.3 | 2.3
Cc1cccc(Cc2nnc(NC(=O)c3cccc(S(=O)(=O)N4CCOCC4)c3)s2)c1 | 0.1 | -1 | -1 | 0 | 10 | -1.1 | 0.1 | -1.7 | -2 | -1.3 | -0.5
COCC1CCN(Cc2nc(-c3ccc4c(c3)OCO4)no2)C1 (configuration not stated) | 7.0 | -1 | 2 | 3 | 0 | 1.9 | 1.1 | 0.5 | 0 | -1.2 | 1.6
COc1ccc(C(CNC(=O)COc2ccc(Br)cc2F)N2CCCC2)cc1 (configuration not stated) | 1.5 | 0 | -14 | -23 | 4 | 0.5 | 1.6 | 0.3 | -1 | -2.0 | -0.6
C#CCOCCOCCOCCNc1nc(N2CCN(C(=O)[C@H]([C@@H](C)CC)n3cc(CCCN=C(N)N)nn3)CC2)nc(N2CCN(C(=O)[C@H](CCCCN)n3cc(CCCC)nn3)CC2)n1 | -1.6 | 0 | 2 | -7 | -1 | -1.2 | -0.1 | -2.0 | -26 | 0.3 | 0.7
CN(c1ccccc1)S(=O)(=O)c1ccc(C(=O)Nc2nnc(-c3ccco3)o2)cc1 | -9.9 | -5 | 2 | 3 | 13 | 1.0 | -1.8 | -3.2 | -7 | -2.2 | -0.5
O=C(c1ccc(Cl)c([N+](=O)[O-])c1)N(Cc1ccc(F)cc1)C1CCS(=O)(=O)C1 (configuration not stated) | -1.3 | -3 | -28 | -14 | 3 | -1.3 | -0.6 | 3.5 | 6 | -1.8 | -0.6
O=C(Nc1nncs1)c1ccc(N2C(=O)C3C4C=CC(C4)C3C2=O)cc1 (configuration not stated) | 1.3 | -4 | 0 | 7 | -8 | -1.8 | 0.5 | -2.3 | -2 | -1.3 | 0.8
O=C(COc1ccc(Cl)cc1)N1CCN(c2ccc([N+](=O)[O-])c(N3CCOCC3)c2)CC1 | 0.4 | 2 | -3 | -2 | 13 | 2.6 | -1.6 | -2.1 | -13 | -1.0 | -2.2
CCOC(=O)C1=C(c2ccccc2)OC(N)=C(C#N)C1C(C)C (configuration not stated) | 0.5 | -1 | -3 | 2 | 1 | 2.3 | 0.5 | -1.7 | -13 | -1.2 | -0.8
O=C(CSc1n[nH]c(-c2ccco2)n1)Nc1ccccc1Cl | 1.9 | 0 | 1 | -1 | -1 | -1.5 | -0.5 | -0.9 | -6 | -0.4 | -1.4
Cc1cc(C)c(OCCCCCNCCO)c(C)c1 | -1.1 | 1 | -3 | 2 | -4 | -1.8 | 0.5 | -1.1 | 6 | -1.2 | -0.3
CSC1=C(C#N)C(c2cccc(Br)c2)CC(=O)N1 (configuration not stated) | -4.8 | -3 | 6 | 9 | 5 | -0.5 | 0.2 | -0.7 | 3 | -0.5 | 0.7
C/C(O)=c1/ccc2cccc3nc(C)nc1c23 | -5.3 | 1 | 6 | 0 | -50 | 0.5 | -1.2 | -2.0 | -6 | -1.5 | -0.6

Reformatted with two lines to a compound: three of the compounds above.
Every second line gives: hgDAF12 agonist	SMARCA2 act	NPR1 activator	NPR2 activator	ADAM10 inh	GAA850 FXN act	DAX1 inh-1	hcDAF12 agonist	HGIII-sPLA2 inh	ssDAF-12 act	DAX1 inh-2
- CCOC(=O)C1=C(c2ccccc2)OC(N)=C(C#N)C1C(C)C (configuration not stated)
→ 0.5	-1	-3	2	1	2.3	0.5	-1.7	-13	-1.2	-0.8
- O=C(CSc1n[nH]c(-c2ccco2)n1)Nc1ccccc1Cl
→ 1.9	0	1	-1	-1	-1.5	-0.5	-0.9	-6	-0.4	-1.4
- Cc1cc(C)c(OCCCCCNCCO)c(C)c1
→ -1.1	1	-3	2	-4	-1.8	0.5	-1.1	6	-1.2	-0.3

Next part.
SMILES | hgDAF12 agonist | SMARCA2 act | NPR1 activator | NPR2 activator | ADAM10 inh | GAA850 FXN act | DAX1 inh-1 | hcDAF12 agonist | HGIII-sPLA2 inh | ssDAF-12 act | DAX1 inh-2
c1ccc(CSc2nnc(-c3ccncc3)o2)cc1 | 10 | 6 | 3 | 8 | 5 | -2.8 | 1.0 | 0.6 | 0 | -1.7 | 1.3
COC(=O)c1ccc(C)c(NC(=O)CN(c2cc(OC)ccc2OC)S(C)(=O)=O)c1 | 4.5 | 1 | 1 | -1 | 2 | -2.2 | 4.2* | -1.0 | 1 | -1.1 | 0.7
Cc1cccc(N(CC(O)CN2CCCC2)S(=O)(=O)c2ccccc2)c1 (configuration not stated) | -0.6 | -2 | -3 | -11 | 1 | -1.8 | 0.0 | -0.6 | -1 | -0.8 | 2.8
Nc1[nH]c(C(=O)c2ccccc2)c(-c2ccccc2C(F)(F)F)c1C(=O)NCc1cccc2ccccc12 | 4.7 | -2 | 0 | 8 | -1 | · | 0.2 | 2.9 | -3 | -0.9 | ·
Cc1cccn2c(CNCCc3ccccn3)c(C(=O)N3CCOCC3)nc12 | 2.3 | -2 | -1 | 1 | -11 | 0.6 | 0.3 | -1.1 | 1 | -0.5 | 0.6
CS(=O)(=O)N(CC(O)Cn1c2ccccc2c2ccccc21)c1cccc2ccccc12 (configuration not stated) | -0.3 | 0 | -27 | -32 | 11 | 4.7 | -0.7 | -2.2 | -58 | -0.8 | 1.4
O=C(CSc1ccc(-c2ccccc2)nn1)NC1CCCC1 | 1.8 | -2 | -1 | -6 | -8 | 0.3 | -0.4 | -0.6 | -1 | -0.8 | -0.1
COc1ccc(C)cc1NC(=O)CSc1nnc(-c2ccc(Br)cc2)o1 | -0.1 | -2 | -7 | -8 | 2 | 0.2 | -0.3 | -1.2 | -1 | -0.3 | -0.5
C=CCn1c(SCC(=O)c2[nH]c(C)c(C(C)=O)c2C)nnc1-c1ccncc1 | -3.4 | 0 | -5 | -9 | 6 | -2.0 | -1.1 | -1.1 | -4 | -1.3 | 1.1
Cc1cccc(OCC(=O)NCc2n[nH]c(=O)c3ccccc23)c1 | 2.1 | -1 | -6 | 8 | -9 | 1.7 | 2.5 | -1.1 | 6 | -0.9 | 1.9
Nc1nc(SCC(=O)NN(c2ccccc2)c2ccccc2)n[nH]1 | -1.1 | -4 | -3 | 1 | -4 | 1.0 | 0.0 | -0.1 | 1 | -1.4 | -1.1
O=C(NC1CCCCC1)c1ccc(CS(=O)Cc2ccc(Cl)cc2)o1 (configuration not stated) | 0.7 | -3 | -4 | 2 | 4 | 1.8 | -0.1 | -2.6 | 4 | -1.1 | 0.5
CC(C)CC(C(=O)NC1CCCCC1)N(Cc1cccs1)C(=O)c1snc(C(N)=O)c1N (configuration not stated) | -2.5 | 1 | -32 | -10 | -63 | -0.9 | -1.0 | -1.6 | -5 | -1.4 | -1.0
O=C(COC(=O)c1ccc2ccccc2n1)NC1CCCCC1 | -2.0 | -4 | -2 | 0 | -6 | 1.7 | 1.4 | 0.7 | 10 | -1.7 | 1.5
Cc1cccc(N2CCN(S(C)(=O)=O)CC2)c1C | 0.4 | 8 | -2 | 3 | 6 | 1.5 | -0.6 | -0.5 | 7 | -1.0 | -0.2
CC1(C(=O)NS(=O)(=O)c2cccc(C#N)c2)CCN1C(=O)CCC1CCCC1 (configuration not stated) | 1.5 | -3 | 3 | 1 | -4 | -1.2 | 0.1 | -0.4 | 3 | -1.3 | ·
CCn1c(CC(=O)Nc2ccc(F)cc2)nnc1SCC(=O)N1CCOCC1 | -1.0 | 2 | 5 | -2 | -11 | -1.1 | 0.0 | 1.1 | -2 | -0.1 | -1.1
O=[N+]([O-])c1cc(/C=N/n2c(-c3ccncc3)n[nH]c2=S)ccc1Cl | -3.2 | 3 | 6 | 0 | -2 | 3.2 | 0.0 | 0.4 | 6 | -1.5 | 1.1
Cc1ccccc1NC(=O)C1=CC=CN2CCS(=O)(=O)N=C12 | -1.5 | 0 | -3 | -2 | -4 | 5.5 | 0.5 | -0.2 | 3 | -1.2 | 0.9
COc1cccc(Nc2ncccc2C(=O)Nc2ccccc2)c1 | 0.4 | -4 | 3 | -9 | 29* | 0.8 | -0.6 | -1.4 | -35 | -1.4 | 0.1
C#CC[N+](C)(C)CCN1C(=O)C2C(c3ccccc3)C=CC(c3ccccc3)C2C1=O (configuration not stated) | -1.3 | 1 | 0 | 1 | 3 | 1.9 | 0.3 | -1.9 | 7 | -1.5 | -0.9
CN(c1ccccc1)C(c1ccc(F)cc1)c1nnnn1C1CCCC1 (configuration not stated) | 0.9 | -2 | -8 | -7 | 1 | -2.8 | 0.1 | -0.9 | -5 | -1.1 | 0.5
CCOC(=O)c1cc2c(=O)n3ccccc3nc2n(CCOC)c1=NC(=O)C(C)(C)C | 2.1 | 0 | 0 | 6 | i | 10* | 0.3 | -0.5 | 1 | -1.0 | 0.0
COc1ccc(OCCNC(=S)Nc2cccc3ccccc23)cc1 | -1.6 | 2 | 5 | 13 | -2 | -2.0 | -0.5 | -1.0 | 7 | -1.6 | -0.8
Cc1ccc(NC(=O)CC2=NC(=O)C(CC(=O)Nc3ccccc3F)S2)cc1 (configuration not stated) | 3.3 | -1 | -3 | 4 | 3 | -0.9 | -0.1 | -0.1 | -12 | -1.1 | 4.0
O=C(c1cccc(N2C(=O)C3C4C=CC(C4)C3C2=O)c1)N1CCCCCC1 (configuration not stated) | -0.3 | -1 | -1 | -1 | 3 | 2.0 | -0.4 | -1.7 | 6 | -1.2 | 0.4
CC(C)NC(=O)c1ccc2c(c1)N(Cc1ccccc1)C(=O)C(C)(C)O2 | 0.6 | -1 | 0 | 1 | 2 | -0.1 | 0.1 | 0.1 | 0 | -1.7 | 0.1
CCN(CC)c1ccc(NC(=O)c2cc3c(OC)cccc3[nH]2)cc1 | 2.3 | 4 | 1 | -4 | 18 | 1.0 | -0.5 | -1.6 | 16 | -1.3 | -1.4
